# yeast mlh1 rad18: NCI yeast anticancer drug screen, S. cerevisiae mlh1 rad18 strain | growth inhibition, % at 50 µM | 79,000 compounds, 11% hits;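 also: 0% = growth of vehicle-only cultures of the same strain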
#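 Yeast w/ defined DNA-repair lesions; compound exposure; growth vs vehicle controls → % inhibition.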
# yeast mec2-1: NCI yeast anticancer drug screen, S. cerevisiae mec2-1 strain | % growth inhibition at 50 µM | 79,000 compounds, 9% hits | AID 157;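 also: 0% = growth of vehicle-only cultures of the same strain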
#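 Strain: mec2-1 (DNA repair/cell cycle alteration). Compound exposure, then growth measured; inhibition expressed relative to vehicle.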
# yeast cln2 rad14: NCI yeast anticancer drug screen, S. cerevisiae cln2 rad14 strain. % growth inhibition at 50 µM. 78,000 compounds, 8.3% hits. AID 165;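 also: 0% = growth of vehicle-only cultures of the same strain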
#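 cln2 rad14 yeast strain; compound exposure; growth inhibition read vs vehicle controls.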
# yeast sgs1 mgt1: NCI yeast anticancer drug screen, S. cerevisiae sgs1 mgt1 strain | growth inhibition, % at 50 µM | 78,000 compounds, 10% hits | AID 161;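 also: 0% = growth of vehicle-only cultures of the same strain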
#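 Read-out: growth inhibition vs vehicle controls. Cells: mutant yeast strain deficient in DNA damage repair.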
# yeast rad50: NCI yeast anticancer drug screen, S. cerevisiae rad50 strain; growth inhibition, % at 50 µM; 79,000 compounds, 10% hits;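 also: 0% = growth of vehicle-only cultures of the same strain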
#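 A DNA repair-deficient yeast mutant serves as the test organism; compound-induced growth inhibition is calculated against vehicle-treated cells.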
# yeast bub3: NCI yeast anticancer drug screen, S. cerevisiae bub3 mutant strain; growth inhibition, % at 50 µM; 78,000 compounds, 9.9% hits; AID 167;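 also: 0% = growth of vehicle-only cultures of the same strain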
#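 Growth of a checkpoint-deficient yeast mutant is measured after compound exposure. Values represent inhibition relative to vehicle.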
# An asterisk follows results filed as active; & = joins results of further samples. Rule as the data show it: active = growth inhibition above about 70%; inactive = the rest.
# Values run as follows: yeast mlh1 rad18, yeast mec2-1, yeast cln2 rad14, yeast sgs1 mgt1, yeast rad50, yeast bub3
CC(O)C(O)CC(/C=N/NC(=O)c1ccccc1)=N/NC(=O)c1ccccc1 (centres undefined)
 : 3, 4, -8, -15, 4, -1
C=CC(=O)NC(C)(C)CC(C)(C)C
 : -31, 1, 32, -12, -13, 0
O=c1oc2ccccc2c(O)c1C1=N/C(=N/N=C/c2ccc(Cl)cc2)SC1
 : 47, 31, 50, 4, 64, 99*
COCC(O)CC#N (centres undefined)
 : 4, 4, 8, -4, 14, 10
CC1CCC2(CC1)NC1=C(CC(C)CC1)C1=C2CC(C)CC1 (centres undefined)
 : 10, -30, 13, -22, 4, -4
C[Si](C)(C)N=S=N[Si](C)(C)C
 : -10, 1, -18, -8, -2, 24
CCOC(=O)CNC(=O)C(C)NC(=O)C(NC(=O)CC(c1ncc[nH]1)c1ncc[nH]1)C(C)CC (centres undefined)
 : 2, -21, 8, -14, -14, -19
OCC(O)C(O)C(O)C(Sc1ccccc1)Sc1ccccc1 (centres undefined)
 : 17, 12, 8, 7, 7, -7
CC(=O)OC[C@@]12C[C@H]3C(=O)C(C)(C)C[C@H]3[C@]1(C)[C@@H](OC(C)=O)[C@]1(O)[C@H]([C@@H](OC(=O)c3ccccc3)[C@@H](C)[C@H]1OC(C)=O)[C@H]2OC(C)=O
 : -3, -27, -3, 3, -14, 11
CC1CC(=O)NN1 (centres undefined)
 : 3, -12, -21, -13, -6, -3
CC1NC(=O)C(C(C)C)NC(=O)C2=CN(Cc3ccccc3)C=CC2NC(=O)C(C)NC(=O)C(C(C)C)NC(=O)C2=CN(Cc3ccccc3)C=CC2NC1=O (centres undefined)
 : 5, -11, -27, 1, -2, 6
O=C(Cc1cc[n+]([O-])cc1)C(=O)Nc1cc(Cl)c(Cl)cc1Cl
 : -20, -12, -17, -22, -27, -18
Oc1c(Br)cc(Cl)cc1Br
 : 97*, 98*, 91*, 87*, 94*, 96*
Cn1c(-c2cccs2)cc(-c2ccsc2)c1-c1cccs1
 : -25, -42, -7, -31, -54, -5
O=C1C=CC[C@H](/C=C/c2ccccc2)O1
 : 49, 32, 24, 29, 22, 34
CCN(CC)n1c(N)nc2c1c(=O)n(C)c(=O)n2C
 : 13, -7, -25, 3, -9, 10
COc1ccc(CN2C(=O)C(Cl)=C(Cl)C2=O)c(OC)c1
 : 100*, 100*, 99*, 100*, 100*, 100*
Cc1ccc(C(C)C)c(OCC(=O)O)c1
 : 26, 12, 9, 24, 15, -7
COC1C2CC3C4(CCC5C6(C)CCCC53C(C14)N(C)C6)CC21CCC23C4C=C5C6=C(CCC5(CC42)C3O1)C1(C)CC(C6)CN(C)C1 (centres undefined)
 : 27, 9, 16, 23, 34, 18
COC(=O)C1=CN(c2ccccc2)C(=O)C1
 : 7, -14, -26, -7, 6, -9
CCCCCCCCCCCC(=O)CC(SCC)c1ccccc1 (centres undefined)
 : 9, -9, -16, 17, -3, 2
CNC1=C(OC)C(=O)C(NC)=C(OC)C1=O
 : -16, -5, 0, -1, -6, -5
O=[N+]([O-])c1ccc(O)c(CNCCCNCc2cc([N+](=O)[O-])ccc2O)c1
 : 24, 9, 18, 51, 19, 2
CCc1c(Nc2ccccc2C)[nH]c(N)nc1=S
 : -12, 5, -7, 12, -7, 77*
CCCCCCCCCCCCCCCCC(CCCCCCCCCCCCCCCC)c1ccccc1
 : 19, -1, -18, 13, 35, 4
CCN1c2ccccc2C(C(SC)S(=O)(=O)c2ccc(C)cc2)c2c1[nH]c(=O)n(C)c2=O (centres undefined)
 : 7, -7, 2, 5, 19, 10
COc1ccccc1C1SCC(=O)N1c1ccc(-c2ccc(-n3c(-c4ccccc4)nc4ccccc4c3=O)cc2)cc1 (centres undefined)
 : 43, -4, 19, 5, 29, 46
CC(=O)/C(=C\c1c(Cl)cccc1Cl)C(=O)CCN(C)C
 : 68, 70*, 41, 82*, 76*, 66
CC(=O)C=NCC(=O)O
 : -9, -3, -25, -32, -2, -27
COc1cc(-c2cc(-c3ccccc3)c3cc(Cl)ccc3n2)cc(OC)c1OC
 : 3, -4, -32, 15, -12, -8
N=C(/C(=C/c1cccc2ccccc12)c1ccccc1)c1ccccc1
 : 14, 10, -8, 14, 14, -14
S=c1nc[nH]c2c1ncn2Cc1ccco1
 : 5, -13, 1, -11, 6, -46
O=P(CCC(O)c1ccccc1)(c1ccccc1)c1ccccc1 (centres undefined)
 : 10, 6, 0, -1, -7, -10
COC(=O)N/N=C/c1oc(-c2cccc([N+](=O)[O-])c2)c(-c2cccc([N+](=O)[O-])c2)c1[N+](=O)[O-]
 : 23, 30, 23, 16, 19, 21
O=C(O)c1[nH]c(=O)[nH]c(=O)c1Br
 : -18, -23, -40, -10, -4, -16
CCCCN1C(=O)C(CC(=O)OCC)SC1=S (centres undefined)
 : -14, -29, -8, -20, -8, -18
CN1C(=NCCO)NS(=O)(=O)c2ccccc21
 : -38, 20, 24, -29, 26, -16
COc1cc(C2c3cc4c(cc3OC(N3CCOCC3)C2C)OCO4)cc(OC)c1O (centres undefined)
 : -8, -26, -12, -23, -17, -9
CC(=O)NNC(=O)c1ccc(Br)cc1
 : -1, -16, -3, 0, 1, 22
CC(C)c1cc(O)c(C(C)(C)C)cc1Cl
 : 87*, 77*, 73*, 77*, 74*, 77*
N#CC(C#N)=CN1CCOCC1
 : -13&4, 9&-24, 10&-22, -8&2, 8&-1, -1&-1
CCOC(=O)COc1ccc(Cl)cc1C(=O)OCC
 : 2, 21, 18, -1, -6, 27
COc1ccc(C(C#N)C(=O)C(=O)Nc2ccc(C)cc2C)cc1OC (centres undefined)
 : 29, 20, -23, 42, -31, 48
O=[N+]([O-])c1cc2c(cc1Cl)C1C(C3C2C2(Cl)C(Cl)=C(Cl)C3(Cl)C2(Cl)Cl)C2(Cl)C(Cl)=C(Cl)C1(Cl)C2(Cl)Cl (centres undefined)
 : 18, 10, 24, 30, 24, 21
Nc1ccc(S(=O)(=O)c2ccc(N)cn2)cc1
 : 26, -12, 19, 9, 1, 0
Cc1ccc(C(=O)Nc2ccc(S(=O)(=O)O)c3cc(S(=O)(=O)O)cc(S(=O)(=O)O)c23)cc1NC(=O)c1cccc(NC(=O)Nc2cccc(C(=O)Nc3cc(C(=O)Nc4ccc(S(=O)(=O)O)c5cc(S(=O)(=O)O)cc(S(=O)(=O)O)c45)ccc3C)c2)c1 (tested in a mixture with another compound)
 : -7&-24&-16, 0&-5&0, 16&3&34, -3&-4&15, 32&52&38, 17&9&19
CC(=O)OCC1OC(n2c(=S)n(-c3ccccc3)c(=O)c3cc(Br)ccc32)C(OC(C)=O)C1OC(C)=O (centres undefined)
 : 11, 26, 34, 27, 44, 42
Oc1c(Br)cc(Br)cc1/C=C/NC(=S)NC1CC2CC1C1C=CCC21 (centres undefined)
 : 56, 32, -6, 11, 28, 5
CC1CC(C)OC(c2ccccc2)O1 (centres undefined)
 : 20, -2, -20, -3, 19, -5
Cc1cc(-c2ccccc2)c(C#N)c(=O)[nH]1
 : -7, 12, -15, -11, -4, 4
CC1=CC(=O)CC2(C)CCC(C(C)CC(=O)CC(C)C)CC12 (centres undefined)
 : 92*, 91*, 91*, 91*, 89*, 89*
N#CNCC(COCc1ccccc1)c1ccccc1 (centres undefined)
 : -4, -4, -22, 0, -1, 7
CCC1=CCN(c2ccc(C)cc2)OC1c1ccc(OC)cc1 (centres undefined)
 : -22, -17, -2, -10, 3, 6
Oc1c(Br)cc(Cl)cc1C(c1cc(Cl)cc(Br)c1O)C(Cl)(Cl)Cl
 : 91*, 98*, 97*, 98*, 96*, 97*
Cc1ccc(NC(=O)Oc2ccc(F)cc2)cc1NC(=O)Oc1ccc(F)cc1
 : 34, 13, 15, 15, 26, -5
Cc1cc(C)cc(OC/C=C/c2ccccc2)c1
 : -15, -7, -27, -9, -13, 2
CCC(=O)N1c2ccccc2CC1c1c[nH]c2ccccc12 (centres undefined)
 : 93*, 31, 74*, 77*, 95*, 8
C=CCc1ccc(OC(=O)Nc2ccc(S(=O)(=O)N(C)C)cc2)c(OC)c1
 : 19, 2, 15, 23, 27, 7
Cc1cc(C(=C2C=CC(=Nc3ccccc3)C=C2)c2ccc(Nc3ccccc3)cc2)ccc1N
 : -24, 88*, 26, 65, 44, 83*
O=C1ON(c2ccccc2)C(c2cccc(Cl)c2)N1c1ccccc1 (centres undefined)
 : -16, -3, 3, -4, 14, 9

# The last 3 entries of the part before are carried over, then new ones follow:
# Values run as follows: yeast mlh1 rad18, yeast mec2-1, yeast cln2 rad14, yeast sgs1 mgt1, yeast rad50, yeast bub3
C=CCc1ccc(OC(=O)Nc2ccc(S(=O)(=O)N(C)C)cc2)c(OC)c1
 : 19, 2, 15, 23, 27, 7
Cc1cc(C(=C2C=CC(=Nc3ccccc3)C=C2)c2ccc(Nc3ccccc3)cc2)ccc1N
 : -24, 88*, 26, 65, 44, 83*
O=C1ON(c2ccccc2)C(c2cccc(Cl)c2)N1c1ccccc1 (centres undefined)
 : -16, -3, 3, -4, 14, 9
O=C1c2ccccc2C(O)(O)C1(O)C1(O)C(=O)c2ccccc2C1(O)O (centres undefined)
 : 17, -16, -52, -26, 13, -24
COc1ccccc1CN1CCCN(Cc2ccccc2OC)C1c1ccc(N(C)C)cc1
 : 49, 33, 23, 32, 60, 14
N#CSc1ccc(O)c2ccccc12
 : 90*, 91*, 91*, 92*, 90*, 90*
CN(C)C(=O)NCc1cccnc1
 : -11, 11, -78, 0, -22, -3
COc1ccc(CC2c3cc4c(cc3CCN2C)OCO4)c(C=O)c1OC (centres undefined)
 : -39, 87*, 85*, 83*, 82*, 57
N#C/C(c1nc2ccccc2[nH]1)=c1\s/c(=C/c2ccc(Cl)cc2)c(=O)n1-c1ccccc1
 : -6, -12, 23, -6, -4, 6
C=C(CN(C)C)C(=O)c1cc(C)ccc1C
 : 99*, 99*, 99*, 99*, 99*, 99*
CCN(CC)CCn1cnc(C#N)c1N
 : 0, 1, -28, -1, 4, 2
CCC(Cl)COP(=O)(OCC(Cl)CC)OC(C(C)C)P(=O)(OCC(Cl)CC)OCC(Cl)CC (centres undefined)
 : -11, 7, 3, 28, 16, 5
C/C(=N\NC(=S)N(C)C)c1cccc(C)n1
 : 99*, 99*, 99*, 99*, 99*, 99*
c1cnc2cccnc2c1
 : -10, -30, -6, -15, -16, -9
O=C(O)C1(Cc2ccccc2)Cc2ccccc2C1
 : -1, 40, 31, 36, 19, 54
CCCCCCCCCCCC(N)C(=O)O (centres undefined)
 : -41, -13, -43, 7, -11, -2
N#C/C(=C1/Sc2c(nc[nH]c2=O)N1c1ccccc1)c1nc2ccccc2[nH]1
 : -42, -14, -8, -52, -35, -40
N#Cc1c(N)nc2c(N=Nc3ccccc3)c(N)nn2c1Nc1ccccc1
 : 76*, 16, 16, 79*, 52, -31
O=S(=O)(OCC1CC2CCC1CC2)c1ccc(Br)cc1 (centres undefined)
 : -23, 2, 1, 9, -17, 10
Cc1ccc(NC2=CC(=O)C(=O)c3ccccc32)cc1
 : 33&61&15, 14&36&41, 31&9&6, 32&27&25, 45&23&30, 55&27&25
CCOCCOCCC(=O)OC
 : -34, -6, -9, -7, 1, -16
CC(=O)OC1[C@H](OC(C)=O)C2=C(C)[C@@H](OC(C)=O)C[C@@]2(C(C)(C)O)[C@@H](OC(C)=O)[C@H]2[C@@]1(C)[C@@H](OC(C)=O)CC(OC(C)=O)[C@]21CO1 (some centres undefined)
 : -59, 30, 7, -20, 3, -33
COc1ccc(NCc2cc(OC)c(OC)c(OC)c2)cc1
 : -32&-4, -38&-4, -19&17, -47&3, -47&-11, -12&22
CCOC(=O)Oc1ccc(C)cc1
 : -2, -12, -1, -19, 27, 10
NC(=O)c1cc(Br)ccc1O
 : 17, -13, 9, 7, 11, -19
CC(CBr)C(=O)O (centres undefined)
 : -2, -27, -4, -25, -4, -18
CCCCCC(=O)Nc1ccccc1
 : -3, -6, -29, 2, 5, -11
COC(=S)SSC(=S)NCCN(CCNC(=S)SSC(=S)OC)C(=S)SSC(=S)OC
 : 27, 6, -3, -3, 2, 8
CC(C)C(O)C(C)[N+](=O)[O-] (centres undefined)
 : 4, -2, -3, 0, 15, 3
CCCC(=O)N(CC)c1ccccc1
 : -9, 6, 23, 1, 29, 7
COc1cc(C2[C@H]3C(=O)N(c4ccc(Cc5ccc(N6C(=O)[C@@H]7ON(c8ccccc8)C(c8cc(OC)c(OC)c(OC)c8)[C@@H]7C6=O)cc5)cc4)C(=O)[C@H]3ON2c2ccccc2)cc(OC)c1OC (some centres undefined)
 : -6, 5, 28, 4, -2, 26
CC1=NN(c2ccccc2)C(=O)/C1=C\c1ccc([N+](=O)[O-])cc1
 : 20, 29, 19, 28, 26, 18
O=C(O)/C(=C/c1ccccc1)c1ccccc1.[Ag]
 : 99*, 94*, 79*, 99*, 99*, 94*
CC(=O)OCC(C(N)=O)(c1ccccc1)c1ccccc1
 : 11, -10, 92*, 13, -3, 3
CC1OC1C(=O)OCCOC(=O)C1OC1C (centres undefined)
 : -35, -33, -5, -13, -46, -47
O=C(O)C1CCC(=O)N1Cc1ccccc1 (centres undefined)
 : -8, -6, -18, -8, 1, -7
